RXFP1 antag: blocks the human relaxin receptor RXFP1. Q9HBX9. HEK293-RXFP1, relaxin-stimulated cAMP HTRF, 30 min; active compounds read low. activity change, negative = inhibition, % at 57.5 µM. hit rate 0.59% among 350,000. AID 1259400;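 active = activity change of -60% or lower, but not beyond a set lower limit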; also: % is scaled to controls: 0 for no effect and ±100 for the full control effect
Target sequence (Q9HBX9 whole entry, looked up): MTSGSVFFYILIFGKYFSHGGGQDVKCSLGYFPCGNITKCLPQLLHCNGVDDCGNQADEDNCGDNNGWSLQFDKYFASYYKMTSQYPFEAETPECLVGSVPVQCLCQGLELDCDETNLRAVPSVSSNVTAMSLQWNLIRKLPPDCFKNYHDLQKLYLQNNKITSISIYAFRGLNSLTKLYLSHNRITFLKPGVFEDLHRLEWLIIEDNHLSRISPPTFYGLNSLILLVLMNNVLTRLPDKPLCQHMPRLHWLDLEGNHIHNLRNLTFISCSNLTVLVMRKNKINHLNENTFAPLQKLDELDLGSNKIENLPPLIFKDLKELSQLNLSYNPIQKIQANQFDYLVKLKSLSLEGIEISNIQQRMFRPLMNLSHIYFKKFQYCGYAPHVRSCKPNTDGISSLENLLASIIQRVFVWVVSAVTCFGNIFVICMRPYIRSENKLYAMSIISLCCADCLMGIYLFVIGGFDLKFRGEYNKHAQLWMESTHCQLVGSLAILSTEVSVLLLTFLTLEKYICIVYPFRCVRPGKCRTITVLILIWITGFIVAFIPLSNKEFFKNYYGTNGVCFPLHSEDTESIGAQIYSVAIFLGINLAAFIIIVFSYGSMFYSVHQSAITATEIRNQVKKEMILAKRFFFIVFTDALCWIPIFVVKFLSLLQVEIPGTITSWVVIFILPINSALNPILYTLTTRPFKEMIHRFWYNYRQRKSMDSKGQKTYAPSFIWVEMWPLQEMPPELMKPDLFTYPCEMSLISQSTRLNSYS
D2 PAM: positively modulates the human D2 dopamine receptor allosterically | P14416 | HEK293 T-REx D2, calcium flux, EC20 dopamine potentiation | potentiation, % at 10 µM | hit rate 0.34% among 340,000 | AID 485347;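 active = potentiation over 3 SD above the plate norm, cut at about 30% in these data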; also: 0% is about no effect
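Primary screen. Calcium kinetics in induced HEK293 T-REx D2 cells: compound pre-addition 180 s, EC20 dopamine, 180 s more.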
D2 agonist: D2 dopamine receptor (human) agonism; P14416; activation, % at 2 µM; HEK293 T-REx D2 cells, calcium flux agonist mode; hit rate 0.53% among 340,000;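 active = activation over 3 SD above normal in the single-dose calcium agonist read, cut at about 30% in these data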; also: 0% is about no effect
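Tetracycline-induced HEK293 T-REx cells with force-coupled D2 receptor, plated overnight at 30 C, loaded with no-wash calcium dye. After a 10 s baseline, compound was pin-added and calcium flux read kinetically for 180 s; calcium rises flagged agonists.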
TRHR agonist: agonists of human TRH receptor | AID 493084 | activation, % at 2 µM | hit rate 0.18% among 360,000 | P34981 | TRHR cells, calcium flux fluo-8, FDSS agonist mode; also: 0% is about no effect
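Fluo-8-loaded TRHR cells; 10 s baseline, compound added, kinetic Ca2+ fluorescence read 1/s, agonist mode.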
D1 ag: human D1 receptor agonism | HEK293 T-REx D1 cells, calcium flux, agonist mode | activation, % at 2 µM | hit rate 1% among 360,000 | P21728; also: 0% is about no effect
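Tetracycline-induced HEK293 TREx D1 cells, force-coupled to calcium signalling, were dye-loaded with a no-wash calcium kit. Compound was pin-added after a 10 s baseline. Fluorescence was read kinetically at 1 cycle/s for 180 s, with calcium rises flagged as agonism.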
TRHR PAM: allosteric enhancers of human TRH receptor; P34981; TRHR cells, fluo-8 calcium fluorescence, EC20 TRH enhancement; enhancement, % at 2 µM; hit rate 0.66% among 360,000; AID 493056; in the data active = enhancement above about 30%; also: 0% is about no effect
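Enhancer read-out: after compound pinning and an initial kinetic agonist-mode read, an EC20 of TRH (10 nM final) was injected and fluo-8 calcium signal (Ex 480/Em 530) followed at 1 s/cycle for 100 cycles in TRHR-expressing cells.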
D1 antagonist: human D1 dopamine receptor antagonism. hit rate 3.2% among 360,000. activity change, negative = inhibition, % at 10 µM. P21728. HEK293 TREx D1 cells, calcium flux, dopamine EC80; active compounds read low; in the data active = activity change below about -30%; also: % is scaled to controls: 0 for no effect and ±100 for the full control effect
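After overnight tetracycline induction at 30 C, force-coupled D1 HEK293 cells took up a no-wash calcium dye at room temperature. Compounds were added and monitored 180 s, and the response to EC80 dopamine was then recorded.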
D2 antagonist: antagonists of human D2 dopamine receptor. P14416. HEK293 TREx D2 cells, calcium flux, dopamine EC80. inhibition, % at 10 µM. hit rate 2% among 340,000; in the data active = inhibition above about 30%; also: 0% is about no effect
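Compounds are added to dye-loaded, induced HEK293 T-REx cells coupled to calcium release via D2; after a 3 min kinetic read an EC80 dopamine stimulus is given and fluorescence is recorded for 3 more min.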
D1 PAM: human D1 dopamine receptor positive modulation; P21728; HEK293 TREx D1 cells, calcium flux, dopamine EC20 potentiation; potentiation, % at 10 µM; hit rate 0.036% among 360,000; in the data active = potentiation above about 30%; also: 0% is about no effect
* = called active by the depositor; . = not tested or not shown; & = joins results of further samples. Rule as the data show it, unless noted: active = activation above about 30%; inactive = the rest.

Each structure is followed by: RXFP1 antag, D2 PAM, D2 agonist, TRHR agonist, D1 ag, TRHR PAM, D1 antagonist, D2 antagonist, D1 PAM
1) O=C1CSc2ccc(S(=O)(=O)CCC(=O)NC3CCCCC3)cc2N1
  13, 12, -2.7, 0.2, 2, -7, 0, 3, 3
2) COc1ccc(C2=CC(c3ccco3)n3ncnc3N2)cc1 (configuration not stated)
  10, 2, 8.4, 15, 12, -2, -25, -7, -8
3) CCOC(=O)c1cc2c(=O)n3ccccc3nc2n(CCOC)c1=NC(=O)C(C)(C)Oc1ccc(Cl)cc1
  ., 13, 0.0, 0.3, 0, -1, -2, ., 0
4) Cn1nnnc1Sc1ncnc2scc(-c3cccc4ccccc34)c12
  ., ., ., 1.0, 2, 0, 26, ., -2
5) COc1ccc(-c2nc3ccccc3o2)cc1NC(=O)c1cccc2c(Cl)cccc12
  -12, -1, 0.2, 0.6, 2, -2, 5, ., -2
6) CSc1ccc(NC(=O)NCc2ccccc2)cc1
  4, -14, -0.9, -0.6, 1, -3, -14, 12, 4
7) CC1=NN(c2ccccc2)C(=O)C1C(=O)c1cc([N+](=O)[O-])cc([N+](=O)[O-])c1 (configuration not stated)
  -14, 4, -0.2, -0.1, 6, -4, -3, -10, -3
8) COc1ccc(N2CCN(C(=O)c3ccc(C)c(Cl)c3)CC2)cc1
  3, 17, 0.1, 0.0, 0, 1, 9, 5, -5
9) Cc1ccc(-n2ccnc(NCc3ccccc3)c2=O)cc1C
  ., -4, 0.0, -0.4, 1, 9, -35*, ., -2
10) Cc1ccc(/C=C2/SC(=S)N(CCC(=O)N3CCN(C)CC3)C2=O)cc1
  -16, -8, 0.4, 0.4, 0, -10, 1, 15, -6
11) O=C(CCN1CCN(S(=O)(=O)c2ccc(Cl)cc2)CC1)Nc1ccccc1F
  -2, 8, -0.1, 0.1, 1, 10, -11, 10, -1
12) O=C(NC(=S)Nc1ccccc1N1CCCC1)c1ccc(-c2cccc([N+](=O)[O-])c2)o1
  34, -6, -0.6, 0.0, 2, -2, 8, 6, -4
13) Cc1ccc(C(=O)c2sc3nc4c(cc3c2N)CCC4)cc1
  -22, 3, 0.6, 0.8, 3, 3, -4, -3, -3
14) N#C/C(=C\c1ccc(O)c(O)c1)C(=O)NCc1ccccc1
  ., 6, 0.9, 4.0, 5, -7, -16, -3, -1
15) CC(C)CC(NC(N)=O)C(=O)OCC(=O)Nc1ccc(SC(F)F)cc1 (configuration not stated)
  -11, 12, 1.5, 0.6, 9, 4, -11, -17, -2
16) Cc1ccccc1N1CCN(C(=O)[C@@H]2CCCN2C2=NS(=O)(=O)c3ccccc32)CC1
  6, -6, 0.4, 0.0, 0, 0, 24, 6, 0
17) O=C(Nc1cc(Cl)ccc1N1CCOCC1)c1ccc2c(c1)OCCO2
  -5, 15, -0.2, -0.1, 3, 2, 17, -27, 1
18) O=C(N/N=C/c1ccccc1)c1cc[n+]([O-])cc1
  -1, -9, 0.3, 0.4, 0, -6, -4, -1, 5
19) CCNC(=O)CC1C(=O)N(c2ccc(F)cc2)C(=O)N1CCc1sccc1C (configuration not stated)
  1, -3, 0.1, 0.0, 3, 0, -5, 2, 2
20) CN(CC(CC(=O)Nc1nncs1)c1ccccc1)S(=O)(=O)c1ccccc1 (configuration not stated)
  ., -16, 15, -1.4, 12, -2, 0, 13, .

Eight structures already listed, sorted by count of non-hydrogen atoms, largest number first.
Each structure is followed by: RXFP1 antag, D2 PAM, D2 agonist, TRHR agonist, D1 ag, TRHR PAM, D1 antagonist, D2 antagonist, D1 PAM
16) Cc1ccccc1N1CCN(C(=O)[C@@H]2CCCN2C2=NS(=O)(=O)c3ccccc32)CC1
  6, -6, 0.4, 0.0, 0, 0, 24, 6, 0
20) CN(CC(CC(=O)Nc1nncs1)c1ccccc1)S(=O)(=O)c1ccccc1 (configuration not stated)
  ., -16, 15, -1.4, 12, -2, 0, 13, .
7) CC1=NN(c2ccccc2)C(=O)C1C(=O)c1cc([N+](=O)[O-])cc([N+](=O)[O-])c1 (configuration not stated)
  -14, 4, -0.2, -0.1, 6, -4, -3, -10, -3
10) Cc1ccc(/C=C2/SC(=S)N(CCC(=O)N3CCN(C)CC3)C2=O)cc1
  -16, -8, 0.4, 0.4, 0, -10, 1, 15, -6
8) COc1ccc(N2CCN(C(=O)c3ccc(C)c(Cl)c3)CC2)cc1
  3, 17, 0.1, 0.0, 0, 1, 9, 5, -5
9) Cc1ccc(-n2ccnc(NCc3ccccc3)c2=O)cc1C
  ., -4, 0.0, -0.4, 1, 9, -35*, ., -2
14) N#C/C(=C\c1ccc(O)c(O)c1)C(=O)NCc1ccccc1
  ., 6, 0.9, 4.0, 5, -7, -16, -3, -1
18) O=C(N/N=C/c1ccccc1)c1cc[n+]([O-])cc1
  -1, -9, 0.3, 0.4, 0, -6, -4, -1, 5

Remaining list, next part
Each structure is followed by: RXFP1 antag, D2 PAM, D2 agonist, TRHR agonist, D1 ag, TRHR PAM, D1 antagonist, D2 antagonist, D1 PAM
21) CCOCCCNC(=O)c1c[nH]c2ccc(S(=O)(=O)Nc3cccc(OC)c3)cc2c1=O
  -7, ., 0.6, -1.8, 4, -4, 12, 21, -6
22) CN(C)S(=O)(=O)c1ccc(C(=O)Nc2ccc3c(c2)CCC3)cc1
  4, -2, -1.0, 0.3, 0, -6, -13, 3, -3
23) O=C(Nc1ccc(Cl)cc1)c1cccc(N2C(=O)C3C4CCC(C4)C3C2=O)c1 (configuration not stated)
  -7, -4, -0.1, -0.3, 8, -5, -2, -12, -2
24) CCCCC(=O)Nc1ccc(OCc2cc(=O)n3c(C)csc3n2)cc1
  ., 6, 0.4, -0.4, 2, 0, -2, ., -1
25) CCCS(=O)(=O)c1nc(S(=O)(=O)c2ccc(C)cc2)c(N2CCN(CC)CC2)s1
  34, -23, 0.2, 0.2, 1, 4, 9, 67*, -5
26) COc1ccc(CNc2nc3c(c(=O)n(C)c(=O)n3C)n2Cc2ccccc2Cl)cc1
  3, -4, -0.3, 0.1, 2, 2, 2, ., 1
27) CCOC(=O)c1ccc(NS(=O)(=O)c2ccc3c(c2)n(C)c(=O)n3C)cc1
  16&-19, -5&-7, 1.3&0.0, 0.0&-1.3, 13&7, -15&-3, -16&10, 19, 0&-1
28) COc1ccc(N(C(=O)c2ccco2)C(C(=O)NC2CCCC2)c2cccnc2)c(OC)c1 (configuration not stated)
  0, 14, -2.0, -2.0, -2, 0, -7, -9, 1
29) N/C(=N\c1nc(CSc2ccccn2)cc(=O)[nH]1)Nc1ccc(Cl)cc1Cl
  0, -2, -1.0, 0.7, 1, 2, -14, -3, -1
30) Cc1oc(-c2ccccc2)nc1CNS(=O)(=O)c1ccc(Cl)cc1
  -8, 5, 0.5, -0.7, -1, 8, -1, ., 0
31) O=c1/c(=C/c2ccco2)sc2n1CN(c1cccc(Br)c1)CN=2
  -11, 5, 0.2, 0.2, -1, 19, -13, 14, 0
32) Clc1cccc(Cl)c1CSc1nnc([C@@H]2CCCN2)o1
  -26, 2, -0.1, 0.1, 5, -2, -7, 6, -1
33) O=C(CN1C(=O)NC2(CCCC2)C1=O)Nc1cc(Cl)ccc1Oc1ccccc1
  -9, 6, 0.9, 0.5, 4, -4, -19, 12, .
34) O=C(O)CC1NC(=O)N(c2ccccc2)C1=O (configuration not stated)
  ., 10, -0.2, 1.0, 1, -12, 2, 17, -5
35) CC[C@H](C)C(C(=O)N1CCN(C(=O)OC(C)(C)C)CC1)n1cc(C(CO)NC(=O)OC(C)(C)C)nn1 (some centres not stated)
  ., -2, -0.5, -0.3, -2, 0, 2, 1, 4
36) CCOC(=O)c1sc2nc(NC(=O)C(C)(C)C)sc2c1C
  ., 3, 0.0, -0.3, 10, -9, -21, -6, -6
37) CC(C)(C)NC(=O)C1CC(=O)N(CCc2ccc(F)cc2)C1 (configuration not stated)
  12, ., ., 0.3, 4, 5, -2, ., 2
38) O=C(N/N=C\c1cccc(Br)c1)c1ccccc1-n1cccc1
  2, 1, -1.1, -0.9, 1, -2, 7, 4, -4
39) Cc1cc(=O)c(C(=O)Nc2cccc(N3CCCC3=O)c2)nn1-c1ccccc1F
  8, -4, -0.1, 0.1, -1, 0, 22, -2, -3
40) COc1cc(C=C2C(=O)OC(c3ccccc3)OC2=O)cc(Br)c1O (configuration not stated)
  6, -4, -0.2, 2.3, 2, -2, -17, 14, -8
41) CCC(=O)NC(C)c1nc2ccccc2n1C (configuration not stated)
  1, -11, -0.1, 0.6, 3, -9, -3, -1, 3
42) COC(=O)c1sccc1NC(=O)COc1ccccc1Cl
  10, 5, -0.6, 1.3, 6, -1, -1, -1, 10
43) Cc1nn(-c2cc(C)c3ccccc3n2)c2c1C1C(C2)C1(C)C (configuration not stated)
  -35, -6, -1.1, 0.1, 2, 0, 0, -16, -1
44) COc1ccc(S(=O)(=O)N2CCC(C(=O)NCCC(=O)Nc3nccs3)CC2)cc1
  -1, -2, 0.2, 0.1, 3, -3, -6, -25, 9
45) CC(C)Oc1ccc(C2NC(=O)NC2=O)cc1 (configuration not stated)
  -9, 15, -0.5, 0.0, 0, -3, -2, 8, -3
46) Nc1cccnc1Sc1cc(Cl)cc(Cl)c1
  -1, -1, 26, 0.0, -1, -8, ., -5, 3
47) COc1ccc(-c2csc(-n3ncc(C(=O)O)c3C(F)(F)F)n2)cc1
  10, -1, 0.0, -0.6, 5, 2, -20, -2, -5
48) COc1ccc(Nc2nc(NN)nc(Nc3ccc(OC)cc3)n2)cc1
  1, -1, 1.1, -0.6, 2, -7, -31*, -6, -2
49) Cc1ccccc1CCNC(=O)C1CCC(=O)N(Cc2ccc(Cl)cc2)C1 (configuration not stated)
  -6, -2, 0.3, -0.1, 3, 1, -5, -3, -2
50) Cc1cc2nc(-c3ccc(OCc4ccccc4C)cc3)cc(C(F)(F)F)n2n1
  ., -12, -0.3, 0.9, -1, -4, 0, ., -3
51) COc1ccc(CN(C)C(=O)CNC(=O)c2ccc(C)cc2)cc1
  2, 8, ., -1.1, 2, 4, -2, ., -3
52) NC(=O)c1ccsc1NC(=O)COC(=O)CCOc1ccccc1
  0, -16, 0.7, -0.1, 20, -15, -12, 13, -6
53) O=C(O)c1ccc(N/N=C/c2ccc(-c3ccc(Cl)cc3Cl)o2)cc1
  -15, ., ., -0.6, 1, -1, -2, ., 2
54) Cc1cc(C)cc(NS(=O)(=O)c2ccc3[nH]cc(C(=O)N4CCCC4)c(=O)c3c2)c1
  4, 3, -0.5, 1.0, -1, -2, -3, ., 0

Source: PubChem BioAssay (National Center for Advancing Translational Sciences (NCATS))
